# rTrxR1 inhibitor: rat TrxR1 inhibition; O89049; recombinant rTrxR1, NADPH fluorescence consumption, selenite substrate; actives 1% (n = 390,000); Potency, µM (highest dose often 114 µM), for the others: at the highest dose activity change, negative = inhibition, usual class: inhibitors; further: potency means the concentration at half of the fitted maximal effect; on the % scale 0 is the no-effect control and ±100 the full control effect; nearly all actives have a fitted effect of over 65% in size
#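 Rat TrxR1 (90 nM in the dispensed reagent) was pre-reduced with 400 uM NADPH for 5 min at room temperature, then incubated with compound for 15 min. After 400 uM selenite was added, NADPH fluorescence (Ex 340/Em 450 nm) was followed for 8 min.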
# TRHR ag: TRH receptor (human) agonism | actives 0.18% (n = 360,000) | AID 493084 | activation, % at 2 µM | P34981 | TRHR cells, calcium flux fluo-8, FDSS agonist mode; in the data active means activation above about 30%; further: 0% is about no effect
# Target sequence (P34981 whole entry, looked up): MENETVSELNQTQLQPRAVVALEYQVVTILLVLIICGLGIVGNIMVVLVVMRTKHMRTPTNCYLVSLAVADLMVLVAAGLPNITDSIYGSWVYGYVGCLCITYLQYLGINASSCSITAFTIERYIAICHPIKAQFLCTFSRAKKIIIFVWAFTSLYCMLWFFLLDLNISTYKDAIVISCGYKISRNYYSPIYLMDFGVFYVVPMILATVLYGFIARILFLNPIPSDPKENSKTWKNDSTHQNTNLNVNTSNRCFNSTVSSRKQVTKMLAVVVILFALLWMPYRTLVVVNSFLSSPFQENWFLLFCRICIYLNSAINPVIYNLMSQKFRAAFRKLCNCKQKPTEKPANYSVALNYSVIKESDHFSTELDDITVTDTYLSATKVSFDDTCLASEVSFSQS
#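 In this calcium-flux screen, cells bearing human TRHR are dye-loaded with fluo-8, baselined for 10 cycles, then exposed to library compounds; positive kinetic calcium responses during the agonist phase mark hits, with TRH as control.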
# D2 ag: agonists of human D2 dopamine receptor; HEK293 T-REx D2 cells, calcium flux agonist mode; activation, % at 2 µM; actives 0.53% (n = 340,000);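 active means activation over 3 SD above normal in the single-dose calcium agonist read, cut at about 30% in these data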; further: 0% is about no effect
#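 In this primary screen, compounds producing a positive calcium signal within 180 s of addition to tetracycline-induced, force-coupled HEK293 Trex D2 cells are flagged; cells are dye-loaded with a no-wash calcium kit beforehand.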
# D2 antagonist: antagonizes the human D2 dopamine receptor; HEK293 TREx D2 cells, calcium flux, dopamine EC80; actives 2% (n = 340,000); inhibition, % at 10 µM; in the data active means inhibition above about 30%; further: 0% is about no effect
#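 Measurement of antagonist activity uses fluorescent calcium dye in inducible HEK293 T-REx D2 cells: 10 s baseline, compound addition with 180 s read, EC80 dopamine addition with a further 180 s read.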
# TRHR PAM: TRH receptor (human) allosteric enhancement. TRHR cells, fluo-8 calcium fluorescence, EC20 TRH enhancement. enhancement, % at 2 µM. AID 493056. P34981. actives 0.66% (n = 360,000); in the data active means enhancement above about 30%; further: 0% is about no effect
#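 TRHR-expressing cells loaded with fluo-8 calcium dye were read kinetically (ex 480/em 530) during compound addition, then stimulated with an EC20 of TRH (10 nM final). Enhancement of the Gq-mediated intracellular calcium response was scored.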
# TrxR1 substrate: is turned over as a substrate by rat TrxR1; purified TrxR1 substrate turnover, NADPH consumption readout; Potency, µM (highest dose often 114 µM), inactives show top-dose activity change, negative = substrate turnover; actives 0.01% (n = 390,000); O89049; further: potency means the concentration at half of the fitted maximal effect; on the % scale 0 is the no-effect control and ±100 the full control effect; nearly all actives have a fitted effect of over 50% in size
#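 Rat TrxR1, dispensed at 90 nM, was prereduced with 400 uM NADPH (final) for 5 min at ~22 deg C, then incubated with compound 15 min before 400 uM selenite. A first-read NADPH fluorescence drop versus no-compound background flagged substrates.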
# mIDH1 inhibitor: human IDH1 R132H inhibition | actives 0.093% (n = 390,000) | Potency, µM (titrated, usually from 76.6 µM), for inactives: top-dose activity change, negative = inhibition, most hits filed as inhibitors | O75874 | IDH1-R132H enzyme, NADPH consumption, diaphorase/resazurin fluorescence; further: potency means the concentration at half of the fitted maximal effect; on the % scale 0 is the no-effect control and ±100 the full control effect; nearly all actives have a fitted effect of over 65% in size
# Target sequence (O75874 whole entry R132H, stated change not applied): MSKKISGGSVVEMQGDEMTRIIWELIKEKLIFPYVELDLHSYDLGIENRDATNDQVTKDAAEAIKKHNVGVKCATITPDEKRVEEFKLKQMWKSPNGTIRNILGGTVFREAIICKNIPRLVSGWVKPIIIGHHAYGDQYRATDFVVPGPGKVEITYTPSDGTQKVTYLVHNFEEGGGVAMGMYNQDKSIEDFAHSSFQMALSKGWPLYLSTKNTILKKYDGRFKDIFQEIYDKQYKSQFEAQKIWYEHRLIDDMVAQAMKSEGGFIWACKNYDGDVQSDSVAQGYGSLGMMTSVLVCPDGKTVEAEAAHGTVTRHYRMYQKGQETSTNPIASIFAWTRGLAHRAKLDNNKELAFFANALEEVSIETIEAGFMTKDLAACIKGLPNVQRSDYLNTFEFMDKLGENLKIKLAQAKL
#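 IDH1-R132H (0.5 ug/mL dispensed) in pH 7.5 Tris buffer was preincubated 30 min with compound, then given a substrate mix of 0.016 mM NADPH and 2 mM alpha-KG for 80 min at room temperature; remaining NADPH was read by diaphorase/resazurin fluorescence.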
# USP1 inh: USP1/UAF1 (human) deubiquitinase inhibition. O94782. recombinant USP1/UAF1, Ub-Rhodamine cleavage fluorescence. Potency, µM (top dose mostly 57.1 µM), for the others: at the top dose activity change, negative = inhibition, usual class: inhibitors. actives 0.23% (n = 390,000). AID 743255; further: potency means the concentration at half of the fitted maximal effect; on the % scale 0 is the no-effect control and ±100 the full control effect; nearly all actives have a fitted effect of over 60% in size; inactives centre near -12
#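 Step one: compound is pinned into 1nM USP1/UAF1 in HEPES pH 7.8 buffer with TCEP. Step two: 15 min room-temperature incubation. Step three: Ub-Rho (150nM final) starts cleavage, tracked by fluorescence over six one-minute reads.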
# PI4K2A block: blocks human PI4K2A kinase activity. Q9BTU6. purified PI4K2A, ADP-Glo luminescence, 1 h; active compounds read low. activity change, negative = inhibition, % at 76.9 µM. actives 0.13% (n = 420,000). AID 1346378; in the data active means activity change below about -50%; inconclusive means mostly about -30% to -49%;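 further: -100% = wells without enzyme as full effect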
#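 Compounds are screened against recombinant PI4K2A using PI as substrate and ATP, the latter dispensed at 300 microM. Reactions run one hour at ambient temperature before ADP-Glo detection; full inhibition defined by wells lacking enzyme.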
# Starred values were filed as active, the others as inactive; ? = inconclusive; · = not tested or not shown; [ ] = remark or other dose. Unless noted, the call rests on the fitted dose curve; in most records, active means well fitted inhibition curve with a large enough effect; inconclusive means small, poorly fitted or top-dose-only effect; inactive means no such curve, though single readings can be large or run the other way. Outcome played no part in choosing rows; about 3.9% have a hit in one of these screens.
SMILES,rTrxR1 inhibitor,TRHR ag,D2 ag,D2 antagonist,TRHR PAM,TrxR1 substrate,mIDH1 inhibitor,USP1 inh,PI4K2A block
Cn1c(=O)c2c(ncn2CC(=O)OCC(=O)NC(c2ccccc2)c2ccccc2)n(C)c1=O,-10%,-0.2,1.9,11,-3,-11%,1%,1%,2
CC(C)Cc1nc(SCC(=O)NCC2CCCO2)c2c(=O)n(C)c(=O)n(C)c2n1 (stereo unspecified),9%,-0.4,0.4,-8,-15,-2%,8%,-31%,-3
CCOc1ccc(-c2cc(C(=O)Nc3ccc4c(c3)OCCO4)c3ccccc3n2)cc1,-8%,0.7,-0.3,-5,-5,-3%,-1%,-28%,-3
COc1ccc(CCNc2nc(-c3ccc(Cl)cc3)cc(C(F)(F)F)n2)cc1OC,25%,-0.3,-2.5,·,16,6%,12%,-11%,-4
Cc1cccc(N(C(=O)c2nsc(Cl)c2Cl)C(C(=O)NC2CCCC2)c2ccc(O)cc2)c1C (stereo unspecified),7%,0.0,-1.4,-2,-6,-5%,-16%,-16%,1
COc1ccc(N2CC(=O)N(c3ccc(OC)c(OC)c3)CC2=O)cc1OC,11%[57.1 µM],-0.3,3.9,17,3,9%[57.1 µM],-3%,2%,5
c1ccc(Nc2nc(N3CCOCC3)c3ccccc3n2)cc1,19%[57.1 µM],-0.2,-0.6,-4,4,5%[57.1 µM],14%,-17%,-1
O=C(NNS(=O)(=O)c1ccc2ccccc2c1)c1cc(-c2ccccn2)nc2ccccc12,12%[57.1 µM],-0.1,-0.4,1,1,-2%[57.1 µM],-8%,-14%,-18
Cc1cccc2sc(N3CCN(C(=O)c4cccs4)CC3)nc12,-4%,-0.5,0.5,-13,-6,-8%,0%,-18%,5
COc1ccc(OC)c(NC(=O)CN2C(=O)NC3(CCOc4ccccc43)C2=O)c1 (stereo unspecified),23%,-0.2,-0.4,6,-3,4%,7%,-11%,-7
COc1cccc(-n2c(CCn3nc(C)c([N+](=O)[O-])c3C)n[nH]c2=S)c1,?,-0.1,0.5,16,0,3%,6%,-1%,-19
O=C(C(c1ccccc1)c1ccccc1)N1CCN(Cc2ccco2)CC1,7%,0.6,0.1,26,1,9%,15%,0%,-1
COc1ccc(NC(=O)CCCn2c(=O)c3sccc3n(Cc3ccc(C)cc3C)c2=O)cc1,-3%,0.1,·,·,9,-3%,4%,-13%,6
CCCCCOc1ccc(OC(=O)c2ccncc2)cc1,13%,0.2,0.0,-7,8,0%,6%,-18%,-6
O=C(Cc1ccccc1)N(c1ccccc1)c1ccccc1,0%[57.1 µM],·,·,·,·,-1%[57.1 µM],-1%,-22%,-2
CSCCC(NC(=O)c1cccc(S(=O)(=O)N2CCN(C(C)=O)CC2)c1)c1nc2ccccc2[nH]1 (stereo unspecified),3%,·,·,·,·,-2%,-7%,-1%,-9
CCCCC(=O)Nc1nc(C)c(-c2csc(Nc3ccc(Cl)cc3)n2)s1,16%,1.5,-0.7,8,-3,4%,-13%,-25%,-7
Cc1cccc(C)c1NC(=S)NC(=O)c1ccc(Br)o1,?,0.4,-0.4,0,0,1%,-22%,-27%,-2
N#Cc1cc([N+](=O)[O-])ccc1NC(=O)COC(=O)CCC1CCCCC1,·,1.1,-0.4,1,-5,·,·,·,·
O=C(c1cccs1)N1CCCC(c2nc3c(nnn3Cc3ccccc3Cl)c(=O)[nH]2)C1 (stereo unspecified),18%,-0.5,-1.5,14,-13,5%,9%,-13%,-5

# Sorted by molar mass (falling): part of the list above.
SMILES,rTrxR1 inhibitor,TRHR ag,D2 ag,D2 antagonist,TRHR PAM,TrxR1 substrate,mIDH1 inhibitor,USP1 inh,PI4K2A block
CSCCC(NC(=O)c1cccc(S(=O)(=O)N2CCN(C(C)=O)CC2)c1)c1nc2ccccc2[nH]1 (stereo unspecified),3%,·,·,·,·,-2%,-7%,-1%,-9
Cn1c(=O)c2c(ncn2CC(=O)OCC(=O)NC(c2ccccc2)c2ccccc2)n(C)c1=O,-10%,-0.2,1.9,11,-3,-11%,1%,1%,2
COc1ccc(CCNc2nc(-c3ccc(Cl)cc3)cc(C(F)(F)F)n2)cc1OC,25%,-0.3,-2.5,·,16,6%,12%,-11%,-4
CCOc1ccc(-c2cc(C(=O)Nc3ccc4c(c3)OCCO4)c3ccccc3n2)cc1,-8%,0.7,-0.3,-5,-5,-3%,-1%,-28%,-3
COc1ccc(OC)c(NC(=O)CN2C(=O)NC3(CCOc4ccccc43)C2=O)c1 (stereo unspecified),23%,-0.2,-0.4,6,-3,4%,7%,-11%,-7
CCCCC(=O)Nc1nc(C)c(-c2csc(Nc3ccc(Cl)cc3)n2)s1,16%,1.5,-0.7,8,-3,4%,-13%,-25%,-7
COc1ccc(N2CC(=O)N(c3ccc(OC)c(OC)c3)CC2=O)cc1OC,11%[57.1 µM],-0.3,3.9,17,3,9%[57.1 µM],-3%,2%,5
COc1cccc(-n2c(CCn3nc(C)c([N+](=O)[O-])c3C)n[nH]c2=S)c1,?,-0.1,0.5,16,0,3%,6%,-1%,-19
O=C(C(c1ccccc1)c1ccccc1)N1CCN(Cc2ccco2)CC1,7%,0.6,0.1,26,1,9%,15%,0%,-1
N#Cc1cc([N+](=O)[O-])ccc1NC(=O)COC(=O)CCC1CCCCC1,·,1.1,-0.4,1,-5,·,·,·,·
Cc1cccc2sc(N3CCN(C(=O)c4cccs4)CC3)nc12,-4%,-0.5,0.5,-13,-6,-8%,0%,-18%,5
c1ccc(Nc2nc(N3CCOCC3)c3ccccc3n2)cc1,19%[57.1 µM],-0.2,-0.6,-4,4,5%[57.1 µM],14%,-17%,-1

# Following part:
SMILES,rTrxR1 inhibitor,TRHR ag,D2 ag,D2 antagonist,TRHR PAM,TrxR1 substrate,mIDH1 inhibitor,USP1 inh,PI4K2A block
O=C(OCC(=O)N1CCCC1)c1ccccc1O,19%,0.8,2.7,-4,-6,7%,0%,-10%,7
C=CCn1c(Cc2csc(N)n2)nnc1SCC(=O)OCC,-6%,0.5,0.1,-7,-3,4%,0%,-5%,5
Cc1ccc(N(C)C(=O)Cn2ncc3c([nH]c4ccccc43)c2=O)cc1C,8%,0.0,0.4,·,15,-7%,10%,?,2
COc1ccc(CC(=O)N/N=C(\C)CC(=O)NCc2ccco2)cc1OC,2%,-0.3,0.0,25,3,4%,4%,-12%,10
CCCC(=O)Nc1nnc(SCC(=O)NCc2ccco2)s1,29%[57.1 µM],0.0,-0.2,16,12,12%[57.1 µM],11%,-6%,-4
CCCn1c(SCC(=O)c2c(C)[nH]c(C)c2C(=O)OCC)nc2ccccc21,7%,-0.2,0.7,8,-3,3%,1%,-12%,1
Nn1c(SCC(=O)Nc2cc(C(F)(F)F)ccc2Cl)nncc1=O,-6%,-0.4,-0.2,-16,-1,-8%,4%,-1%,3
CCOC(=O)c1c(NC(=O)/C=C/C(=O)O)sc(C)c1-c1ccc(F)cc1,-13%[57.1 µM],-1.4,0.2,2,-4,1%[57.1 µM],?,-10%,-19
COc1ccc(C2c3c(-c4c(C)cc(C)cc4O)n[nH]c3C(=O)N2Cc2ccco2)cc1 (stereo unspecified),-3%,-1.1,-0.4,·,5,0%,·,-8%,-9
CC(C)(C)n1cnc2cc(NCc3ccccc3O)ccc21,1%[57.1 µM],2.9,1.4,3,7,10%[57.1 µM],11%,4%,-1
Cc1cc(S(=O)(=O)Nc2ccccc2C(=O)O)ccc1Cl,13%,0.0,-0.2,3,1,6%,-1%,0%,-4
Cc1c[nH]c2cccc(OCC(CNC(C)(C)C)OC(=O)c3ccccc3)c12 (stereo unspecified),-3%[57.1 µM],1.5,0.4,70*,0,5%[57.1 µM],-4%,0%,3
Cc1ccc(Nc2nc(-c3sc(NC(=O)c4cccc(Cl)c4)nc3C)cs2)cc1,·,-0.1,-0.6,-6,-8,·,·,·,·
COc1cc(C(=O)Nc2ccc(S(=O)(=O)Nc3cc(C)nc(C)n3)cc2)cc(OC)c1OC,9%[57.1 µM],0.8,0.3,7,-4,-16%[57.1 µM],12%,-20%,1
Cc1ccc2occ(CC(=O)Nc3ccc(S(=O)(=O)N4CCC(C)CC4)cc3)c2c1,20%,1.9,3.9,·,26,-2%,0%,?,-2
COc1cc(/C=N/NC(=O)Nc2cccc3nsnc23)cc(OC)c1OC,2%,0.2,0.3,15,13,15%,-2%,4%,-15
CCOc1ccc(CC2NCCc3cc(OCC)c(OCC)cc32)cc1OCC (stereo unspecified),50µM*,-0.3,1.0,5,2,5%,-8%,-8%,-5
Cc1c(C(=O)N2CCCCC2)c(S(=O)(=O)NCCc2ccc(Cl)cc2)c(C)n1C,13%,0.3,·,·,-3,5%,0%,-5%,2
CC(=O)c1ccc(NC(=O)c2ccc(CSc3ccccc3)o2)cc1,-23%,1.6,-2.4,-5,1,0%,4%,-13%,-7
Cc1ccc2nc(SCC(=O)c3cc(C)n(C)c3C)[nH]c2c1,-13%,0.0,-0.6,-1,-4,-8%,2%,5%,4
CCOc1ccc(NCCC(O)c2ccc(F)cc2)cc1 (stereo unspecified),2%[57.1 µM],-0.8,·,·,3,8%[57.1 µM],2%,-16%,3
CC(=O)c1sc(NC(=O)CS(=O)(=O)c2ccccc2)nc1C,-11%,0.5,0.1,18,11,-5%,4%,-12%,4
